RAD52 anneal inh: blocks human RAD52 DNA annealing | inhibition, % at 18.7 µM | 0.46% of 360,000 active | recombinant RAD52 DNA annealing, FRET fluorescence;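 active = every replicate showing at least 50% inhibition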
Target sequence (P43351 whole entry, looked up): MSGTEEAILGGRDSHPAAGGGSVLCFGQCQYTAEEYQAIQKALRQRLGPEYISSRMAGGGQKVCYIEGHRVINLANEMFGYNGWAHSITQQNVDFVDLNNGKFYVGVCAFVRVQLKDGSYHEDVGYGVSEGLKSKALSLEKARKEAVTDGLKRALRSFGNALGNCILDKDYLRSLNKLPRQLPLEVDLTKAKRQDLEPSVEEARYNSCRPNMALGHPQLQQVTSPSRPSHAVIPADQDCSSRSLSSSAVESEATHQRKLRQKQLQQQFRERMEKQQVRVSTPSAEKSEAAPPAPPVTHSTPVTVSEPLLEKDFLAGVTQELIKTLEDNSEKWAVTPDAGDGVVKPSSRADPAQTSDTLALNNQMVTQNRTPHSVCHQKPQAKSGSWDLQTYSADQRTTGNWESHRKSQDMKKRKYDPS
E-sel inducer: E-selectin induction on HUVECs; P16581; HUVEC E-selectin immunofluorescence imaging; normalized: neutral wells 0, TNF-alpha wells 100; 0.37% of 260,000 active; AID 686992; activation, % at 7.58 µM;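 active = mean E-selectin-positive cell signal at least 10% of the positive control, reached in at least 60% of replicates, without over 20% cell loss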;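 also: in these data hits start at about 27%; measured in HUVEC primary endothelial cells; signal is the percent of cells scored E-selectin positive by PE staining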
Target sequence (P16581 whole entry, looked up): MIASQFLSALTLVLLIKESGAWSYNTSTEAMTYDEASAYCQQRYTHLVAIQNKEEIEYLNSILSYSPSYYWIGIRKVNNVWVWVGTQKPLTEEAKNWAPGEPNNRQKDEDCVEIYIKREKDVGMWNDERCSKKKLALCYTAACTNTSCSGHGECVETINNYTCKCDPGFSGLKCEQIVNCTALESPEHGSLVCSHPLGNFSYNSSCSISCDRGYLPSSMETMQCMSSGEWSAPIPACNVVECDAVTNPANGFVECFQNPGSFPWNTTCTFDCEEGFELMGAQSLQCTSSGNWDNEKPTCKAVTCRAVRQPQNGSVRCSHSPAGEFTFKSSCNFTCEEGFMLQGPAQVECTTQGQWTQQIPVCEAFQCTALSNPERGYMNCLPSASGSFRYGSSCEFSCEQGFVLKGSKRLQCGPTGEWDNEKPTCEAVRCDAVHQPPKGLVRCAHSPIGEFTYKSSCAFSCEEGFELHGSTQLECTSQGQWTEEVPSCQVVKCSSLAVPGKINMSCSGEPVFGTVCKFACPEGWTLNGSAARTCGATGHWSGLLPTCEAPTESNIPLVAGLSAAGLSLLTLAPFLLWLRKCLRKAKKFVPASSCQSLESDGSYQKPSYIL
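Read-out: % PE-positive cells | Test system: HUVEC | Doses: One compound dose added by pin transfer | Buffer or medium: EGM-2 over gelatin coat | Signal: Immunofluorescence imaging | Benchmarks: TNF-alpha, DMSO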
ERAP1 inh: blocks human ERAP1 aminopeptidase activity. inhibition, % at 10.7 µM. AID 652197. recombinant ERAP1, Leu-AMC fluorescence, 60 min. Q9NZ08. 0.15% of 340,000 active;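 active = mean replicate inhibition of at least 30%, or all replicates individually reaching that 30% level; inactive = mean below 30% and not every replicate reaching it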;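 also: 0% = neutral control wells and 100% = L-leucinethiol positive control wells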
RAD54 inh: blocks human RAD54 Holliday junction branch migration. 0.14% of 360,000 active. inhibition, % at 10.4 µM. FAM/BHQ fluorescence. Q92698;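 active = mean normalized replicate activity at least 40 and at least half of replicates scoring 40 or more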;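 also: 0% = median of neutral control wells and 100% = median of positive control wells; inhibitors cause a drop in the FAM fluorescence signal; in these data hits start at about 50%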
esBAF inh: inhibitors of esBAF chromatin remodeling in mouse ES cells | Bmi1-luciferase knock-in reporter, 24 h; 100% = twice the neutral-well signal | reporter increase, % at 12.5 µM | 2% of 350,000 active | AID 602393; in the data active = activation above about 40%;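 also: 0% = median of the plate's neutral control wells and 100% = double that signal; a rise in the Bmi1 reporter signal indicates esBAF inhibition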
S100A4 MyoIIA: blocks human S100A4 binding to myosin IIA peptide; P26447; S100A4/TAMRA-MyoIIA peptide fluorescence polarization; inhibition, % at 10.7 µM; 0.14% of 360,000 active; AID 652163;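 active = mean inhibition of at least 70% across replicates, with every replicate also reaching that level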
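Test system – S100A4 monomer (human) · Compound – single-point compound testing · Schedule – 5 min incubation before reading · Probe or stimulus – TAMRA-labelled myosin IIA heavy-chain peptide probe, 5 nM · Benchmarks – neutral control DMSO, positive control TFP · Medium – Calcium-containing HEPES buffer, pH 7.2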
XiGFP reactiv: reactivates the inactive X chromosome in mouse fibroblasts | 0.055% of 360,000 active | activation, % at 7.58 µM | XiGFP mouse fibroblasts, % GFP-positive cells imaging, 3 d; cells co-treated with 5-aza-dC sensitizer; scaled so ellipticine positive control = 100%;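 active = mean normalized replicate activation at least 10% and every replicate at or above 10%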;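 also: 0% = median of on-plate neutral control wells and 100% = ellipticine 6 µM median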
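System: 68-5-11 XiGFP fibroblast line | Buffer or medium: DMEM containing 5-aza-dC | Compound: Single point | Times: Compounds 3 days, fix/stain 15 min at room temperature | Benchmarks: Positive control ellipticine, 6 µM final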
ERp5 inh: ERp5 (human) disulfide isomerase inhibition. Q15084. ERp5 insulin aggregation, absorbance 650 nm, 90 min. inhibition, % at 9.99 µM. 0.05% of 350,000 active;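 active = mean replicate inhibition above about 25%, with every replicate also reaching it, limit read from the data, passing the limit was not always enough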
Active calls of the source: *; / = not tested or not shown; & = joins results of further samples.

SMILES	RAD52 anneal inh	E-sel inducer	ERAP1 inh	RAD54 inh	esBAF inh	S100A4 MyoIIA	XiGFP reactiv	ERp5 inh
C[C@H](CO)N1C[C@H](C)[C@@H](CN(C)Cc2ccc3c(c2)OCO3)OCCCC[C@H](C)Oc2ccc(NC(=O)Nc3cccc4ccccc34)cc2C1=O	/	0.1	/	5	-1	/	0.3	/
COc1cccc2c1Oc1cc([N+](=O)[O-])cc(N(C)C(C)=O)c1C=C2	-11	-0.1	5	10	-1	0	0.0	-1
COc1ccc(C(=O)c2c[nH]c(C(=O)NCCCn3ccnc3)c2)cc1	-15	0.5	1	8	5	-7	-0.1	2
Cc1cccc(-c2ccc([C@H]3[C@@H](CO)N4CCCCN(S(=O)(=O)c5cn(C)cn5)C[C@@H]34)cc2)c1	5	-0.5	-1	15	/	0	0.0	2
CO[C@@H](CN(C)Cc1ccc2c(c1)OCO2)[C@@H](C)CN(C(=O)Nc1ccc(F)cc1)[C@H](C)CO	-5	0.2	0	4	-3	-3	0.2	-3
COc1ccc(N(CC(=O)NCc2ccc(F)cc2)S(=O)(=O)c2c(C)n[nH]c2C)cc1	-10	0.0	3	-8	-8	5	0.2	-4
COc1ccccc1NS(=O)(=O)c1cc(NC(=O)c2ccccc2[N+](=O)[O-])ccc1N1CCOCC1	6	/	-2	/	-1	-9	-0.1	-2
COc1ccc2c3c([nH]c2c1)[C@H](CO)N(C(=O)c1ccc(F)cc1)CC31CCN(C)CC1	7	-0.5	0	/	/	1	0.3	9
Cn1c(=O)c2c(-c3ccccc3)n(-c3ccccc3N)cc2n(C)c1=O	-63	-0.3	-12	3	14	-7	0.4	1
CCC(O)(c1ccccc1)C(CN1CCOCC1)c1ccccc1 (configuration not stated)	-4	0.1	-3	-4	-10	-1	0.2	1
O=C(CSCc1ccc(Cl)cc1)N/N=C/c1c(Cl)cccc1Cl	-10	/	1	-7	/	-2	0.1	0
Cc1ccc(NC(=O)COC(=O)c2cccnc2)c(C)c1	-32	/	1	/	/	3	0.1	-5
O=C(C[C@@H]1C=C[C@H](NC(=O)NC2CCCCC2)[C@@H](CO)O1)NCc1ccc(Cl)cc1	10	0.3	-5	0	-3	2	0.5	3
Cc1cc(C)c(-c2csc(NC(=O)C3=COCCO3)n2)cc1C	1	0.8	2	10	/	-4	0.1	-3
Cc1cc(C(=O)Nc2cccc3c2O[C@@H](CN(C)Cc2ccc(C(=O)Nc4ccccc4N)cc2)[C@H](C)CN([C@H](C)CO)C3=O)n(C)n1	4	-2.9	-2	8	-7	0	-0.4	0

Copied from the entries so far for reference:
SMILES	RAD52 anneal inh	E-sel inducer	ERAP1 inh	RAD54 inh	esBAF inh	S100A4 MyoIIA	XiGFP reactiv	ERp5 inh
O=C(CSCc1ccc(Cl)cc1)N/N=C/c1c(Cl)cccc1Cl	-10	/	1	-7	/	-2	0.1	0
Cc1ccc(NC(=O)COC(=O)c2cccnc2)c(C)c1	-32	/	1	/	/	3	0.1	-5
O=C(C[C@@H]1C=C[C@H](NC(=O)NC2CCCCC2)[C@@H](CO)O1)NCc1ccc(Cl)cc1	10	0.3	-5	0	-3	2	0.5	3
Cc1cc(C)c(-c2csc(NC(=O)C3=COCCO3)n2)cc1C	1	0.8	2	10	/	-4	0.1	-3

Next entries follow:
SMILES	RAD52 anneal inh	E-sel inducer	ERAP1 inh	RAD54 inh	esBAF inh	S100A4 MyoIIA	XiGFP reactiv	ERp5 inh
O=C(CC[C@H]1O[C@@H](n2cnc3c(NC(=O)c4ccccc4)ncnc32)[C@H](O)[C@@H]1O)NCc1ccco1	-16	-0.3	-4	-2	5	2	-0.3	5
COC(=O)c1sc(NC(=O)CN2CCN(c3cccc(Cl)c3)CC2)c(C(=O)OC)c1C	-12	-0.3	/	/	2	-2	/	8
COc1ccc(CN(C)C[C@H]2Oc3c(NS(=O)(=O)c4ccc(Cl)cc4)cccc3C(=O)N([C@@H](C)CO)C[C@H]2C)cc1	13	1.8	-1	-13	1	-1	0.0	-3
CC(C)C[C@@H](CNCC(=O)[C@H](Cc1c[nH]c2ccccc12)NC(=O)c1[nH]cnc1C(=O)N[C@H](CN)CC(C)C)NC(=O)c1nc[nH]c1C(=O)N[C@@H](CC(=O)O)C(=O)O	-24	-0.1	0	-18	1	-6	0.0	5
COc1ccc(-c2cn(-c3ccccc3)c(=S)[nH]2)cc1OC	-13	0.1	-1	-4	44*	0	0.1	1
CCN(C[C@H]1N[C@@H](CO)[C@@H]1c1ccc(-c2cccc(C#N)c2)cc1)C(=O)COC	-69	-0.1	-1	1	-10	-8	0.3	13
COc1ccccc1C(=O)Nc1ccc(-c2nnn(CC(=O)N3CCN(C(=O)c4ccco4)CC3)n2)cc1	-28	/	-1	/	/	-7	0.1	3
CSc1ccc(NC(=O)C(C)N2CCN(C)CC2)cc1 (configuration not stated)	-15	0.0	2	-7	-3	2	0.1	2
Cc1nc2ccccc2n1/N=C/c1ccc([N+](=O)[O-])o1	-7	/	10	/	/	0	/	3
CCC(C)(C)NC(=O)CN(Cc1cccs1)C(=O)CCC(=O)Nc1nccs1	-11	/	-1	-6	3	-7	/	4
NC(=O)CC(NC(=O)c1cccc(Br)c1)c1ccc(N2CCC(N3CCCC3)CC2)c([N+](=O)[O-])c1 (configuration not stated)	32	0.4	/	10	-7	8	-0.1	-4
CCN1C(=O)[C@H]2[C@@H](c3ccc(-c4ccc(Cl)c(Cl)c4)cc3)N3CCCC[C@@]3(C(=O)OC)[C@H]2C1=O	-20	-0.1	4	-7	-5	-4	0.0	-3
CC(C)C1NCCc2c1sc1ccccc21 (configuration not stated)	-7	/	0	-5	/	-5	0.0	/
Cc1ccc(N(O)C(C)(C)C)cc1	-4	0.5	1	/	/	-2	0.0	18
O=S(=O)(Nc1cccc(-c2cn3cccnc3n2)c1)c1ccc(F)cc1	-32	/	-1	3	/	1	0.2	1
C[C@@H]1CN([C@H](C)CO)S(=O)(=O)c2ccc(C#CC3CC3)cc2O[C@H]1CN(C)Cc1ccc(F)cc1	-7	0.4	-2	-5	-5	11	-0.9	1
COc1ccccc1Nc1nc(-c2sc(N)nc2C)cs1	-3	0.3	2	-1	5	-4	0.1	-2
CC(c1ccccn1)C(C)(O)C(C)c1ccccn1 (configuration not stated)	-21	0.0	1	-2	11	1	-0.1	-12
CC(C)Cn1c(CN2CCCCC2C)nc2c1c(=O)n(C)c(=O)n2C (configuration not stated)	-7	/	1	-2	-1	3	0.0	0
O=C(NCC1CCCN1S(=O)(=O)c1cccs1)C(=O)Nc1ccc(F)cc1F (configuration not stated)	-40	-0.4	2	2	7	0	0.0	-4
Cc1cccc(Nc2nnc(SC3CCOC3=O)s2)c1C (configuration not stated)	-7	-0.5	0	/	/	1	0.0	3
CCCN1CCN(C(=S)Nc2ccc(S(N)(=O)=O)cc2)CC1	-6	/	-1	/	/	2	0.0	2
[O-][n+]1cc(Cl)cc(Cl)c1	-5	1.3	-2	-4	1	-11	0.0	2
Cc1ccccc1CN(C)C[C@@H]1OCc2cnnn2CCCC(=O)N([C@@H](C)CO)C[C@H]1C	-4&13	2.8&-0.2	-2&0	-2&5	-5&0&1	-2&-4	0.7	-3&1
O=C(C1CCN(S(=O)(=O)c2ccc(Cl)s2)CC1)N1CCN(c2ccccc2)CC1	-5	0.2	0	-8	-8	0	-0.1	1
CCOC(=O)C(=O)Nc1ccc(S(=O)(=O)Nc2nccs2)cc1	-27	/	-2	4	-4	2	0.0	3
CS(=O)(=O)c1ccc(Oc2ccc(-c3nnco3)cc2)c([N+](=O)[O-])c1	-12	0.0	-6	-3	4	-39	0.2	-3
Cc1ccc(-c2cccc(C3CC=CC4C3C(=O)N(Cc3ccccc3)C4c3ccc(C(F)(F)F)cc3)c2)cc1 (configuration not stated)	-10	-0.1	-3	6	5	-7	0.6	0
COc1ccc(CCNC(=O)CSc2ccc(-c3cccs3)nn2)cc1OC	-5	/	1	7	-9	-1	0.0	12
C[C@H](NC(=O)C[C@H]1C[C@@H]2c3cc(N(C)C)ccc3O[C@@H]2[C@H](CO)O1)c1ccccc1	-47	0.0	2	4	-2	31	0.1	0

One compound at a time, as listed above. Values in the order: RAD52 anneal inh | E-sel inducer | ERAP1 inh | RAD54 inh | esBAF inh | S100A4 MyoIIA | XiGFP reactiv | ERp5 inh
Cc1cccc(Nc2nnc(SC3CCOC3=O)s2)c1C (configuration not stated) as listed: -7 | -0.5 | 0 | / | / | 1 | 0.0 | 3
O=C(NCC1CCCN1S(=O)(=O)c1cccs1)C(=O)Nc1ccc(F)cc1F (configuration not stated) as listed: -40 | -0.4 | 2 | 2 | 7 | 0 | 0.0 | -4

(list continues)
SMILES	RAD52 anneal inh	E-sel inducer	ERAP1 inh	RAD54 inh	esBAF inh	S100A4 MyoIIA	XiGFP reactiv	ERp5 inh
COc1ccccc1NC(=O)C1CCN(C(=O)C2CC(=O)N(c3ccc(C)cc3)C2)CC1 (configuration not stated)	-17	3.7	2	-14	-4	2	0.3	5
O=C(COC(=O)c1ccc(Cl)nc1)NCCC1=CCCCC1	-33	0.5	0	/	/	-1	0.0	1
CN(CC(=O)NCc1ccccn1)S(=O)(=O)c1cc(Cl)ccc1Cl	-7	0.0	-8	-2	-6	15	-0.1	0
C/C=C/c1ccc([C@@H]2[C@H](CO)N3C(=O)CN(C(=O)c4ccncc4)C[C@@H]23)cc1	4	0.3	4	/	/	13	0.0	5
CC1CC(C)CN(C(=O)COC(=O)c2ccc3c(c2)C(=O)N(Cc2ccco2)C3=O)C1 (configuration not stated)	-3	0.4	4	-1	5	-5	0.1	-3
Cn1cccc1Cc1nnc(SCC(=O)Nc2ccc(F)cc2)n1CCc1ccccc1	-117	1.0	1	-6	0	15	0.2	-1
CCC(=O)NC[C@H]1N[C@H](CO)[C@@H]1c1ccc(-c2cccnc2)cc1	-9	-0.1	0	/	/	-5	0.0	1
C[C@@H]1CN([C@H](C)CO)C(=O)Cc2cc(NC(=O)Nc3ccc(C(F)(F)F)cc3)ccc2O[C@H]1CN(C)S(=O)(=O)c1cccs1	4	0.9	1	1	0	-7	0.1	-7
CN(C)c1ccc(C(=O)NCc2ccc3c(c2)OCO3)cc1	-13	/	-1	-4	8	35	-0.1	2
CCOC(=O)C[C@@H]1OC[C@H](CO)N1S(=O)(=O)c1ccc(C)cc1	4	-0.1	3	/	/	-40	0.1	0
O=C(C[C@H]1CC[C@@H](NC(=O)c2ccc3c(c2)OCO3)[C@H](CO)O1)NCc1ccc(Cl)cc1	-10	0.9	-1	8	0	30	0.6	2
CCS(=O)(=O)Nc1ccc2c(c1)C(=O)N(C)C[C@@H](OC)[C@@H](C)CN(C(=O)COC)[C@@H](C)CO2	-1	0.2	3	5	-6	8	0.3	2
Cc1cc(-c2cccc([N+](=O)[O-])c2)nc2ccccc12	-20	-0.3	2	/	/	1	0.0	-1
CCCCOc1cc(C(=O)NCCN(CC)CC)c2ccccc2n1	-3&-5	-0.1&0.3	-2&0	11&-5	-6&-12	-16&0	0.0&-0.1	4&-3
CCc1nc(SCC(=O)c2ccccc2)c2ccccc2n1	4	/	2	3	-7	4	0.0	3
COc1cccc(C(C)(O)c2nc(-c3ccccc3)cs2)c1 (configuration not stated)	-4	-1.9	3	-3	-8	-3	-0.1	2
C[C@H](CO)N1C[C@H](C)[C@@H](CN(C)C(=O)C2CCOCC2)Oc2ncc(C3=CCCC3)cc2C1=O	-9	-0.2	-1	1	2	13	0.1	4
CCN(CC)CC(C)CNC(=O)C1(O)c2ccccc2NC(=O)N1c1ccc(Cl)c(Cl)c1 (configuration not stated)	-3	0.1	-1	1	-1	-3	0.1	-6
OCCN1CCN(c2cc(C(F)(F)F)nc3c(F)cccc23)CC1	-11	7.6	0	/	/	-8	0.3	-2

Assay outcomes as filed in PubChem.
